# MIN6 prolif – inducers of MIN6 beta-cell proliferation, primary screen, ATP luminescence, uHTS; MIN6 cells proliferation, ATPlite luminescence, 48 h; cells starved in 0.2% serum; 100% = growth in 10% serum; proliferation, % at 10 µM; hit rate 0.29% among 330,000; AID 2380, 2010;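 active = compounds whose signal lies at least 3.5 SD above the mean of all wells on their plate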;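 also: 0% = DMSO-treated cells in low-serum medium and 100% = 10% serum control; some compounds called inactive have numbers as strong as hits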
# SENP7 block – SENP7 protease inhibitors, primary screen, biochemical, luminescence, uHTS; Sentrin-specific protease 7 (Homo sapiens), Q9BQF6; recombinant SENP7, Z-RLRGG-aminoluciferin luminescence, 40 min; inhibition, % at 5 µM; hit rate 1.5% among 330,000;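 active = inhibition above about 50% at the single test dose, limit read from the data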;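 also: plate controls were DMSO with enzyme for no effect and no enzyme buffer wells for full effect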
# SENP6 inh – SENP6 protease inhibitors, primary screen, biochemical, luminescence, uHTS; Recombinant SENP6 catalytic domain, aminoluciferin luminescence; AID 2599, 2010; inhibition, % at 10 µM; Sentrin-specific protease 6 (Homo sapiens), Q9GZR1; hit rate 1.8% among 330,000;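 active = inhibition above about 50% at the single tested dose, limit read from the data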;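 also: plate controls were DMSO wells with enzyme for no effect and DMSO wells lacking enzyme for full effect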
# PfGluPho inh – PfG6PD enzyme inhibitors, primary screen, biochemical, fluorescence intensity, uHTS; glucose-6-phosphate dehydrogenase-6-phosphogluconolactonase (Plasmodium falciparum 3D7); PfGluPho enzyme, NADPH resazurin-diaphorase fluorescence; inhibition, % at 20 µM; hit rate 0.78% among 350,000;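 active = inhibition reaching at least a set limit at 20 µM in the primary screen, cut at about 59% in these data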;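 also: 0% = DMSO wells with substrate and 100% = DMSO wells lacking glucose-6-phosphate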
# HKDC1 inh – HKDC1 hexokinase inhibitors, primary screen, biochemical, fluorescence, uHTS | recombinant HKDC1, G6PDH/diaphorase resazurin coupled fluorescence | AID 493160, 2011 | inhibition, % at 20 µM | Q2TB90 | hit rate 0.16% among 340,000;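 active = inhibition above about 35% when tested at 20 µM, limit read from the data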;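 also: plate controls were DMSO wells with enzyme for no effect and DMSO wells lacking enzyme for full effect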
# Target sequence (Q2TB90 whole entry, looked up): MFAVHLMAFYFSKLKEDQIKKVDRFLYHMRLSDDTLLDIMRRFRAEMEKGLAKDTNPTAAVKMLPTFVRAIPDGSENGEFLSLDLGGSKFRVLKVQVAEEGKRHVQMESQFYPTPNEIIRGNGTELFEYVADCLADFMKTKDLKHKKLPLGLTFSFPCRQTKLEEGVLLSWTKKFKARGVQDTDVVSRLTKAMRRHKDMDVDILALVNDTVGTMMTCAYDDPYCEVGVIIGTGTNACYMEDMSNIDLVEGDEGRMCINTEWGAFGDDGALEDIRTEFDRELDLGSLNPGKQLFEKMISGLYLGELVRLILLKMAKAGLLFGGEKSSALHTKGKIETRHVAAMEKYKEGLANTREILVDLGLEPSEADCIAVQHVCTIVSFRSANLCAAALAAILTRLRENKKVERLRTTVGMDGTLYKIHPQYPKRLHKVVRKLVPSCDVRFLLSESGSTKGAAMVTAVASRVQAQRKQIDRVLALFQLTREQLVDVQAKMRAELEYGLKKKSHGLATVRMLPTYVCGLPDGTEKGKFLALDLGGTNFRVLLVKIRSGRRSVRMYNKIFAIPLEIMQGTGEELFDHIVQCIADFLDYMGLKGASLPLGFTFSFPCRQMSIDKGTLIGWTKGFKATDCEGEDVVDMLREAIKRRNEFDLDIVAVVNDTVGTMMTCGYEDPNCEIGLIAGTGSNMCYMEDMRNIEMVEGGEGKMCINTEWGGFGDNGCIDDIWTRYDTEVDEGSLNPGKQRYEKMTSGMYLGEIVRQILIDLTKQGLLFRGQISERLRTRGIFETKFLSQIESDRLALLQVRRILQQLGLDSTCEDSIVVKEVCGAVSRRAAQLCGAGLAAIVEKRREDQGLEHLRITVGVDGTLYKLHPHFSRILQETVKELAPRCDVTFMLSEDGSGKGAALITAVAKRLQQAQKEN
#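 Test system: HK5 enzyme. Quantity: 5 µg/mL HK5 final. Reagent: glucose and ATP substrates. Schedule: 90 min reaction incubation at room temperature, dark. Technique: resazurin-to-resorufin fluorescence via G6PDH and diaphorase coupling, 525/613 nm. Control set: DMSO wells with and without enzyme mix.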
# SENP8 block-1 – SENP8 protease inhibitors, primary screen, biochemical, luminescence; Sentrin-specific protease 8 (Homo sapiens), Q96LD8; purified SENP8, Z-RLRGG-aminoluciferin cleavage; inhibition, % at 10 µM; hit rate 1.2% among 330,000; AID 2540, 2010; in the data active = inhibition above about 50%
# Target sequence (Q96LD8 whole entry, looked up): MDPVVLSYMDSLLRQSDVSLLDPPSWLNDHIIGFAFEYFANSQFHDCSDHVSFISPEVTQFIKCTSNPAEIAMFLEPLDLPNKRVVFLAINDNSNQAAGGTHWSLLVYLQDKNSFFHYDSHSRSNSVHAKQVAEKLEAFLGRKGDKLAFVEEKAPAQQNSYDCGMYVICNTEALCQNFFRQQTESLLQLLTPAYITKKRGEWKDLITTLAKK
# UBC13 inh – UBC13 polyubiquitin chain formation inhibitors, primary screen, biochemical, TR-FRET, uHTS; Ubiquitin-conjugating enzyme E2 N (Homo sapiens), P61088; inhibition, % at 20 µM; hit rate 0.47% among 330,000; in the data active = inhibition above about 45%, passing the limit was not always enough
# SENP8 block-2 – human SENP8 protease inhibitors, primary screen, biochemical, fluorescence, Nedd8 protein substrate, uHTS; recombinant SENP8; inhibition, % at 20 µM; hit rate 0.64% among 360,000; AID 602440, 2012; in the data active = inhibition mostly above about 40%, no sharp cut-off; inactive = mostly below about 27%
# SENP1 inh – human SENP1 catalytic domain inhibitors, primary screen, biochemical, FRET, uHTS; inhibition, % at 10 µM; hit rate 0.21% among 360,000; AID 624204, 2012; recombinant SENP1 catalytic domain, CyPet-SUMO1-YPet FRET cleavage; Sentrin-specific protease 1 (Homo sapiens), Q9P0U3;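 active = inhibition at least 30% at 10 µM, raw YFP signal under a set limit, fluorescence ratio 0.5 to 1.5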;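 also: 0% = enzyme with DMSO and 100% = no enzyme wells; some results filed as inactive read as strong as hits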
#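 System: Recombinant human SENP1 catalytic domain, His6-tagged | Incubation: Enzyme reaction for 50 min at room temperature, dark | Medium: Tris pH 8 with BME, BSA, NP40 and catalase | Also added: 25 nM SUMO1 FRET substrate | Compound: 10 µM single point, 0.5% DMSO | Measured by: FRET fluorescence in CFP and YFP emission channels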
# Starred values were filed as active, the others as inactive; . = no result given. An unsorted share of the library, and some 4% of all compounds hit somewhere here.
# Start of the listing, in advance:
# Results follow in this order: HKDC1 inh	SENP1 inh	MIN6 prolif	SENP7 block	PfGluPho inh	SENP6 inh	UBC13 inh	SENP8 block-1	SENP8 block-2
CC1CC(C)CN(C(=O)CN(C)S(=O)(=O)c2ccc3c(c2)c(=O)n(C)c(=O)n3C)C1 (stereo not given)
→ -4	0	-1	5	-8	3	-6	8	6
COC(=O)Nc1ccc(S(=O)(=O)NCc2ccccn2)cc1
→ -5	0	-1	0	1	-22	-9	-8	21
CCOC(=O)C1(CC2CCCCO2)CCN(Cc2nc3ccccc3nc2C)CC1 (stereo not given)
→ -6	-3	-1	-7	5	-10	-14	8	-35
CCCCCCCCSc1nnc(/N=C/N(C)C)s1
→ 2	2	1	0	-12	0	-4	5	6

# The list itself, from the first entry:
# Results follow in this order: HKDC1 inh	SENP1 inh	MIN6 prolif	SENP7 block	PfGluPho inh	SENP6 inh	UBC13 inh	SENP8 block-1	SENP8 block-2
CC1CC(C)CN(C(=O)CN(C)S(=O)(=O)c2ccc3c(c2)c(=O)n(C)c(=O)n3C)C1 (stereo not given)
→ -4	0	-1	5	-8	3	-6	8	6
COC(=O)Nc1ccc(S(=O)(=O)NCc2ccccn2)cc1
→ -5	0	-1	0	1	-22	-9	-8	21
CCOC(=O)C1(CC2CCCCO2)CCN(Cc2nc3ccccc3nc2C)CC1 (stereo not given)
→ -6	-3	-1	-7	5	-10	-14	8	-35
CCCCCCCCSc1nnc(/N=C/N(C)C)s1
→ 2	2	1	0	-12	0	-4	5	6
Cc1cc(NC(=O)Cn2cnc3sccc3c2=O)no1
→ -2	-19	3	-1	-4	-1	6	0	-6
CCn1c(SCC(=O)N2CCN(c3cccc(Cl)c3)CC2)nc2ccccc2c1=O
→ 1	2	-4	3	-3	7	8	9	20
CSc1c2c(nc3ncnn13)CCC2
→ -2	-2	-1	8	1	-31	1	-9	8
Cc1cc(C(=O)Nc2ccc(C)c(S(=O)(=O)N3CCOCC3)c2)c(C)o1
→ 2	2	0	-2	-7	3	-3	-11	16
COc1ccc(NC(=O)c2cccc3c(Br)cccc23)cc1
→ -6	1	1	3	21	24	1	-7	15
COC(=O)C1=C(C)N(C)C(C)=C(C(=O)OC)C1c1ccncc1
→ -6	1	0	7	-17	0	0	-1	-23
N/C(CCS(=O)(=O)c1ccc(Cl)cc1)=N\OC(=O)c1ccc(Cl)cc1
→ -5	3	-1	1	-7	-9	-2	0	6
CC1=NN(c2ccccc2)C(=O)C1=C(C)C
→ -12	6	3	5	1	-4	-7	0	41*
CCOc1ccccc1NC(=S)N(CCN(C)C)C(C)c1ccncc1 (stereo not given)
→ -4	1	5	-1	3	-6	19	3	13
O=[N+]([O-])c1ccc2nc(C3CCCCC3)[nH]c2c1
→ -1	1	-3	2	24	-13	5	-5	10
CC(=O)N1CCOc2ccc(S(=O)(=O)NCCc3ccc(C)cc3)cc21
→ 4	0	0	4	15	2	-7	-7	12
Cc1ccc2nc(-c3cccc(S(=O)(=O)N(C)C)c3)cn2c1
→ 2	2	-6	5	50	-14	3	-9	-390
CCOC(=O)C(C)(C)Sc1nc2c(cnn2-c2ccc(F)cc2)c(=O)[nH]1
→ -4	2	0	1	-14	-15	-2	-10	12
COc1cccc(CNC(=O)c2ccc(S(=O)(=O)N3CCOCC3)cc2)c1
→ 2	-2	-2	-6	3	-3	2	3	-3
COc1cccc(N/C(N)=N/c2nc(C(F)(F)F)cc(C(F)(F)F)n2)c1
→ 0	-1	-3	-11	25	-13	-2	-3	15
COc1ccc(NC(=O)C(=O)NCC2CCCN2S(=O)(=O)c2cc(C)ccc2C)cc1 (stereo not given)
→ 1	-1	-3	6	1	0	-1	5	7
CC(=O)c1ccc(S(=O)(=O)N(Cc2cc3cc4c(cc3[nH]c2=O)OCCO4)CC2CCCO2)cc1 (stereo not given)
→ -12	-9	-4	18	7	11	-11	-3	-164
CCC(C)c1ccc(NC(=S)N2CCN(C(=O)C3CCCO3)CC2)cc1 (stereo not given)
→ 4	2	-3	0	5	8	-2	-4	0
CC(C)c1cc(C(=O)Nc2cccc(Cl)c2)no1
→ 4	2	-2	91*	24	89*	5	89*	18
Cc1ccc(CN2C(=O)C(Cc3ccccc3)Nc3ncnc(N4CCN(c5ccccc5)CC4)c32)cc1 (stereo not given)
→ 6	5	-7	-4	-3	10	-22	4	-2
Cc1ccc2[nH]c(C)c(CCNC(=O)c3c(N)no[n+]3[O-])c2c1
→ 1	-2	1	-7	-6	-18	12	4	-3
CCOC(=O)C1CCN(c2cc3c(cc2NC(=O)c2ccccc2OCC)n(C)c(=O)n3C)CC1
→ 0	-2	-7	5	0	-14	13	5	-53
CC(=O)Nc1cccc(/C(C)=N/NC(=O)c2cccc(S(=O)(=O)N3CCOCC3)c2)c1
→ -6	3	-1	-6	4	-2	6	-8	12
Cc1ccc(S(=O)(=O)N2CCCC(c3nc(-c4ccc(C)o4)no3)C2)cc1 (stereo not given)
→ -4	1	0	3	16	3	3	-7	8
CCCCCOc1ccc(C(=O)OCC(=O)Nc2cc(C)on2)cc1
→ -5	0	-3	-7	-16	-12	-8	3	9
COc1ccc(Cn2nnnc2CN2CCN(c3ccc(OC)cc3)CC2)cc1
→ -3	1	-2	-6	18	-17	-6	-1	11
CC(=O)c1c(C)[nH]c(C(=O)NNC(=O)COc2cc(C)ccc2C(C)C)c1C
→ -5	1	-1	4	-1	5	2	-3	0
CN1C(=O)[C@@H]2[C@H](C1=O)[C@@H]1C(=O)Nc3ccccc3C(=O)N1[C@@H]2c1cccc(Br)c1
→ -1	7	-1	-3	8	-14	3	-7	-156
CCCOc1cccc(C2/C(=C(\O)c3ccc4c(c3)OCCO4)C(=O)C(=O)N2CCCn2ccnc2)c1 (stereo not given)
→ 7	2	1	4	-34	5	-32	6	2
Cn1ncc(Cl)c1C(=O)N1CCCc2ccccc21
→ 5	0	-2	-9	-12	-10	-7	0	10
S=C(N=Nc1ccccc1)NNc1ccccc1
→ -29	2	2	1	21	13	-24	7	5
CSc1ccc(CCNC(=O)CCc2nnc3ccc(N4CCCC4)nn23)cc1
→ -3	-3	-3	-1	2	-1	2	-11	-25
Cc1cccc(N(Cc2ccccc2)C(=O)c2cccc(S(=O)(=O)N3CC(C)OC(C)C3)c2)c1 (stereo not given)
→ 2	1	-3	7	11	6	-4	4	13
O=C(O)CCCn1c(=S)[nH]c2c(sc3ccc([N+](=O)[O-])cc32)c1=O
→ -1	4	0	-1	-1	-35	-9	1	6
COC(=O)c1ccc(NC(=O)c2cccc(NC(=O)c3ccco3)c2)cc1
→ -5	1	-2	5	16	4	9	-1	18
O=c1[nH]c(C2CCN(S(=O)(=O)c3ccc4c(c3)OCCO4)CC2)nc2c1nnn2Cc1cccc(F)c1
→ 4	-1	-5	2	-35	2	10	-1	13
Cc1ccc(C(=O)CN2C(=O)NC3(CCc4ccccc43)C2=O)s1 (stereo not given)
→ -2	-25	0	-5	7	-3	-5	-3	1
O=C(O)c1ccccc1C(=O)c1ccc2oc(=O)[nH]c2c1
→ 8	6	.	.	-22	.	.	.	8
Cc1ccc(NC(=O)C2CCCN(S(=O)(=O)c3cccnc3)C2)cc1C (stereo not given)
→ 5	1	-1	-7	-3	-8	-2	-10	15
COc1ccc(CCn2c(C)cc(C(=O)CN3C(=O)C(=O)N(Cc4ccco4)C3=O)c2C)cc1
→ 3	-2	-8	5	-16	-20	-3	-2	-5
COc1ccc(NC(=O)c2cc3ccccc3o2)cc1S(=O)(=O)N1CCCCC1
→ 3	1	3	9	3	-8	8	6	5
CCOC(=O)c1ccc(N2CSC3=C(C#N)C(c4cccs4)CC(=O)N3C2)cc1 (stereo not given)
→ 4	6	-2	29	48	10	0	15	27
COc1ccc(CN2CCC(n3nccc3NC(=O)C3CCCC3)CC2)cc1
→ -5	-2	-3	-5	-10	0	1	-2	18
CCC(=O)c1ccc(OCC(=O)NCc2ccccc2CN2CCCC2)cc1
→ -3	1	-1	1	8	-4	9	4	4
Fc1ccccc1N1CCN(Cc2nc(-c3ccccc3)no2)CC1
→ 15	-1	2	3	-18	6	17	-1	2
COc1ccc(NC(=S)NC(NC(=O)C(C)C)C(Cl)(Cl)Cl)c([N+](=O)[O-])c1 (stereo not given)
→ 3	-1	-2	2	25	-3	-9	1	33
CCN(CC)CCC(=O)Nc1ccc2c(c1)N(C(=O)CN(CC)CC)c1ccccc1CC2
→ -6	-16	-2	7	-10	19	8	6	-115
Cc1ccc(NC(=S)NNC(=O)c2ccccc2OC(F)F)cc1
→ -3	2	2	0	2	9	-23	-4	27
CCc1cc2c(SCc3nc4sc(C(C)=O)c(C)c4c(=O)[nH]3)ncnc2s1
→ 8	-2	-3	7	9	-9	29	8	-208
N=c1c(-c2nc3ccccc3[nH]2)cc(C(=O)c2cccs2)nn1-c1ccccc1
→ -7	-5	-6	4	-4	-6	-41	-4	18
COc1ccc(CNC(=O)CSc2nnc(C3CC3)n2C2CC2)cc1
→ -2	-3	-2	5	15	-12	-5	3	3
COc1ccc(N2C(=O)C3ON(C4SC(=S)N(C)C4(C)C)C(c4ccc(Cl)cc4)C3C2=O)cc1 (stereo not given)
→ 0	3	0	3	-5	-6	1	-3	4
CCOc1ccc(S(=O)(=O)NCCC(=O)N(C)CC(=O)Nc2ccc(N3CCOCC3)cc2)cc1
→ 2	0	-1	-6	-16	-12	-4	4	11
CS(=O)(=O)c1ccc2nc(NC(=O)c3ccccc3Br)sc2c1
→ -5	-2	-2	12	-2	38	2	20	-48
O=C(NC1CCOc2ccccc21)c1ccc(Cl)nc1 (stereo not given)
→ -3	0	-2	-4	-13	-7	-2	-8	12
CCOC(=O)c1c(-c2ccccc2)csc1NC(=S)N(CC)CC
→ 17	1	.	.	19	.	.	.	16

# (more compounds)
# Results follow in this order: HKDC1 inh	SENP1 inh	MIN6 prolif	SENP7 block	PfGluPho inh	SENP6 inh	UBC13 inh	SENP8 block-1	SENP8 block-2
COc1cc(/C=C/C(=O)Nc2ccc(C(C)=O)cc2)cc(OC)c1OC
→ -7	0	0	3	7	-13	-2	-1	-421
COc1cccc(Nc2nc(=O)[nH]nc2C)c1
→ 0	2	0	7	7	8	-7	-4	26
COc1ccc(N2CCC(CNC(=O)Nc3ccc(OC)cc3OC)C2)cc1 (stereo not given)
→ 2	-2	-1	4	44	5	-1	-3	13
O=C(O)CCC(=O)N1N=C(c2ccco2)CC1c1cccs1 (stereo not given)
→ -11	-4	0	-6	-8	-12	-8	-2	-2
Cc1ccc(S(=O)(=O)N2CCCCC2)cc1NC(=O)Cn1ncc(Cl)c(Cl)c1=O
→ 16	0	-6	-9	0	-11	-14	-9	20
O=C(Cc1ccccc1)c1c[nH]c(C(=O)NCc2ccncc2)c1
→ -3	3	-4	-12	1	4	-6	-2	24

# Screens deposited in PubChem by Sanford-Burnham Center for Chemical Genomics.
